TRHR agonist = qHTS for Small Molecule Agonists and Allosteric Enhancers of Human TRH Receptor: Primary Screen for Agonists; Thyrotropin-releasing hormone receptor (Homo sapiens), P34981; TRHR cells, calcium flux fluo-8, FDSS agonist mode; activation, % at 2 µM; 0.18% of 360,000 active; AID 493084, 2011; further: 0% is about no effect
Target sequence (P34981 whole entry, looked up): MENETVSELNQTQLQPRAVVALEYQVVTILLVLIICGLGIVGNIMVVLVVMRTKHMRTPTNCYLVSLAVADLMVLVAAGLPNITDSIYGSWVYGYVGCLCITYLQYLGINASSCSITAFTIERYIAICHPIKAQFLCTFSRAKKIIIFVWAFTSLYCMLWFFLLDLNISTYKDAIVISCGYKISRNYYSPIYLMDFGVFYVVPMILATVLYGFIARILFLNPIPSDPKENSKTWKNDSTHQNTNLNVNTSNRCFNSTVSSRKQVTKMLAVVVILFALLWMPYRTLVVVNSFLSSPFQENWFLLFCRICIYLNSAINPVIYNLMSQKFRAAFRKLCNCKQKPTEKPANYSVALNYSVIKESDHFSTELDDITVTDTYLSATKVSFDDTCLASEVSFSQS
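Steps: seed TRHR cells overnight; add fluo-8 no-wash Ca dye, RT 30 min–1.5 h; record 10 s baseline; pin-transfer compounds; monitor fluorescence 1 cycle/s for the agonist window. Calcium increases flag candidate agonists.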
D2 antagonist = HTS Assay for Allosteric Antagonists of the Human D2 Dopamine Receptor: Primary Screen for Antagonists. 2% of 340,000 active. D(2) dopamine receptor (Homo sapiens), P14416. inhibition, % at 10 µM. AID 485344, 2010. HEK293 TREx D2 cells, calcium flux, dopamine EC80; in the data active means inhibition above about 30%; further: 0% is about no effect
Target sequence (P14416 whole entry, looked up): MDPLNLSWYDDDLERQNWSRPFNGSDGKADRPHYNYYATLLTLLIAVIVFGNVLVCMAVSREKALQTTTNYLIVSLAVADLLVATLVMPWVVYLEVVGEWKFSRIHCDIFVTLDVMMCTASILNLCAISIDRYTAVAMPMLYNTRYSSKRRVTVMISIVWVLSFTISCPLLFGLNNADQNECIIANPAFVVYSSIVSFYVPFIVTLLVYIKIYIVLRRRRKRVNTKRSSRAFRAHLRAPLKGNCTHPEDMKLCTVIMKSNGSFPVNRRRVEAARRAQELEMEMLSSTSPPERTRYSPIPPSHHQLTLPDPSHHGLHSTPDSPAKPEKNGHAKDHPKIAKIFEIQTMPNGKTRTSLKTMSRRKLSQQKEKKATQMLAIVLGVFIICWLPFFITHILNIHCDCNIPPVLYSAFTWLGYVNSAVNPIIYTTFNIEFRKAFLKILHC
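Tetracycline-induced HEK293 TREx cells expressing D2 receptor forced-coupled to calcium signalling, loaded with no-wash calcium dye. Compounds added and calcium flux read 180 s, then dopamine added at EC80 and read a further 180 s.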
D2 ag = HTS Assay for Allosteric Agonists of the Human D2 Dopamine Receptor: Primary Screen for Agonists; HEK293 T-REx D2 cells, calcium flux agonist mode; 0.53% of 340,000 active; activation, % at 2 µM; D(2) dopamine receptor (Homo sapiens), P14416;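 active means activation over 3 SD above normal in the single-dose calcium agonist read, cut at about 30% in these data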; further: 0% is about no effect
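Agonism is scored from calcium flux in a force-coupled, inducible HEK293 cell line expressing D2, read kinetically for 180 s after compound addition against dopamine controls.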
D1 ag = Allosteric Agonists of the Human D1 Dopamine Receptor: qHTS. 1% of 360,000 active. D(1A) dopamine receptor (Homo sapiens), P21728. AID 504660, 2011. activation, % at 2 µM. HEK293 T-REx D1 cells, calcium flux, agonist mode; further: 0% is about no effect
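Agonism was scored from calcium flux recorded over 180 s (1 read/s) after pintool compound addition, following a 10-cycle baseline. Cells were inducible force-coupled HEK293 TREx D1, plated overnight at 30 C and loaded with no-wash calcium dye.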
D2 PAM = HTS Assay for Positive Allosteric Modulators of the Human D2 Dopamine Receptor: Primary Screen for Potentiators | HEK293 T-REx D2, calcium flux, EC20 dopamine potentiation | potentiation, % at 10 µM | 0.34% of 340,000 active | AID 485347, 2010;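 active means potentiation over 3 SD above the plate norm, cut at about 30% in these data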; further: 0% is about no effect
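Potentiation of an EC20 dopamine calcium response measured kinetically over 180 s, after a preceding 180 s compound-only read flagging agonists. Cells: inducible Hek293 Trex D2 line, 4000/well, cultured overnight at 30 C before dye loading.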
RXFP1 antag = qHTS Assay for Antagonists of the Relaxin Receptor RXFP1. Relaxin receptor 1 (Homo sapiens), Q9HBX9. HEK293-RXFP1, relaxin-stimulated cAMP HTRF, 30 min; stronger effect = lower value. activity change, negative = inhibition, % at 57.5 µM. 0.59% of 350,000 active;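 active means activity change of -60% or lower, but not beyond a set lower limit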; further: on the % scale 0 is the no-effect control and ±100 the full control effect
D1 antagonist = Antagonist of Human D 1 Dopamine Receptor: qHTS | D(1A) dopamine receptor (Homo sapiens), P21728 | HEK293 TREx D1 cells, calcium flux, dopamine EC80; stronger effect = lower value | activity change, negative = inhibition, % at 10 µM | 3.2% of 360,000 active | AID 504652, 2011; in the data active means activity change below about -30%; further: on the % scale 0 is the no-effect control and ±100 the full control effect
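Tetracycline-induced HEK293 Trex D1 cells, force-coupled to calcium, dye-loaded; compounds added and read 180 s, then EC80 dopamine added and calcium flux tracked kinetically another 180 s.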
TRHR PAM = qHTS for Small Molecule Agonists and Allosteric Enhancers of Human TRH Receptor: Primary Screen for Enhancers | 0.66% of 360,000 active | Thyrotropin-releasing hormone receptor (Homo sapiens), P34981 | enhancement, % at 2 µM | AID 493056, 2011 | TRHR cells, fluo-8 calcium fluorescence, EC20 TRH enhancement; in the data active means enhancement above about 30%; further: 0% is about no effect
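TRHR-expressing cells loaded with fluo-8 calcium dye were read kinetically (ex 480/em 530) during compound addition, then stimulated with an EC20 of TRH (10 nM final). Enhancement of the Gq-mediated intracellular calcium response was scored.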
D1 potentiator = Potentiators of Human D1 Dopamine Receptor: qHTS; 0.036% of 360,000 active; potentiation, % at 10 µM; D(1A) dopamine receptor (Homo sapiens), P21728; AID 504651, 2011; HEK293 TREx D1 cells, calcium flux, dopamine EC20 potentiation; in the data active means potentiation above about 30%; further: 0% is about no effect
* marks the source's active call; other numbers are inactive results; · = not tested or not shown; & = joins results of further samples. Unless noted, no stated cut-off is given here; in the data, active means activation above about 30%; inactive means the rest.

Short forms: A = TRHR agonist; B = D2 antagonist; C = D2 ag; D = D1 ag; E = D2 PAM; F = RXFP1 antag; G = D1 antagonist; H = TRHR PAM; I = D1 potentiator
> COc1ccc(C(=O)NC(=S)Nc2cccc3nc(C)ccc23)cc1OC
  A: 0.8; B: 10; C: 0.0; D: 3; E: 1; F: 4; G: 0; H: -1; I: 3

> COc1ccccc1OCC(=O)NNC(=O)CCCC(=O)NNC(=O)COc1ccccc1OC
  A: 1.0; B: 8; C: -0.3; D: 1; E: 0; F: 4; G: -1; H: -7; I: 0

> COC(=O)c1cc(-c2ccc(S(=O)(=O)N3CCCC3)cc2)c(C(F)(F)F)s1
  A: -0.2; B: 1; C: 0.8; D: 7; E: -2; F: -4; G: -9; H: -8; I: -4

> Cc1c(C2OC(=O)C3(CCCCC3)C(=O)C2(C)C)c(=O)n(-c2ccccc2)n1C (stereo not drawn)
  A: 0.9; B: -10; C: 0.5; D: 4; E: -6; F: 18; G: 8; H: -1; I: 1

> CC(/C=N\N1CCN(c2ccc(Cl)cc2)CC1)=C\c1ccccc1
  A: 0.8; B: -7; C: 0.6; D: 3; E: 5; F: -4; G: 14; H: 5; I: -1

> COc1cc(NC(=O)CN2C(=O)c3ccccc3S2(=O)=O)c(OC)cc1Cl
  A: 0.5; B: -7; C: -0.3; D: 0; E: 0; F: -13; G: -7; H: 0; I: -2

> CC(=O)N1CCc2c(sc(NC(=O)CCS(=O)(=O)c3ccc(C)cc3)c2C(N)=O)C1
  A: 0.4; B: -2; C: 0.3; D: 5; E: 10; F: 3; G: -10; H: 0; I: 1

> Cc1ccc(S(=O)(=O)N(C)c2cc(S(=O)(=O)Nc3ccncc3)c(C)cc2C)cc1
  A: -0.1; B: 4; C: -0.8; D: 5; E: -12; F: 16; G: 8; H: -2; I: -5

> COc1ccc(C(=O)NCc2nnc(SCC(=O)NC3=NCCS3)n2C)cc1
  A: 0.5; B: 11; C: 2.4; D: 3; E: 29; F: 2; G: 3; H: -2; I: -7

> CCCc1nnc(SCC(=O)Nc2ccc3c(c2)OCCO3)n1CCOC
  A: 0.3; B: 20; C: 0.6; D: -1; E: -14; F: -5; G: -3; H: -12; I: 8

> COc1ccc(C)cc1NC(=O)C(OC(=O)CNC(=O)c1cc(C)cc(C)c1)c1ccccc1 (stereo not drawn)
  A: -0.3; B: -23; C: -0.9; D: 2; E: -13; F: -37; G: -1; H: -4; I: -5

> COc1ccc(OC)c(NC(=O)C2=C(C)Nc3ncnn3C2c2cccs2)c1 (stereo not drawn)
  A: -0.6; B: 0; C: 0.3; D: 1; E: 8; F: -25; G: -3; H: -5; I: -6

> CNC(=O)C1CCC(Cn2c(=O)c3sccc3n(CC(=O)N3CCCC3)c2=O)CC1 (stereo not drawn)
  A: 0.5; B: ·; C: 0.2; D: 1; E: -8; F: -11; G: -4; H: -4; I: -6

> COc1ccc(S(=O)(=O)Nc2ccc3oc4c(c3c2)C(=O)CC(C)(C)C4)cc1
  A: -0.6; B: ·; C: ·; D: 10; E: -1; F: ·; G: 12; H: 1; I: 2

> CC(=O)Nc1sc(C)c(C)c1C(=O)OCC(=O)N(Cc1ccccc1)C(C)C
  A: 0.0; B: 3; C: 0.4; D: 2; E: -5; F: -5; G: 7; H: -1; I: -1

> Cc1ccc(C)c(OCCOCCN2CCOCC2)c1
  A: 0.2; B: -9; C: -1.2; D: 2; E: -19; F: 10; G: -4; H: -3; I: -9

> CCCC1=C(C(=O)OCC)C(c2cccs2)n2ncnc2N1 (stereo not drawn)
  A: -0.4; B: 11; C: -0.5; D: 0; E: -10; F: -7; G: -5; H: -4; I: -6

> Cc1cccc(C)c1OCC(=O)Nc1ccccc1C(=O)N1CCOCC1
  A: -0.1; B: 12; C: 0.6; D: 1; E: -6; F: 7; G: 1; H: -9; I: 3

> COc1cc2nc(NCCc3ccc(Cl)cc3)n3nc(-c4ccccc4)nc3c2cc1OC
  A: -0.5; B: ·; C: -0.6; D: 1; E: -2; F: ·; G: -1; H: -9; I: -1

> Cc1ccc(C)c2nc(Cl)c(C#N)cc12
  A: 0.7; B: -8; C: 0.5; D: 2; E: 5; F: 0; G: -3; H: 2; I: -3

Random excerpt: two records from the list
Short forms: A = TRHR agonist; B = D2 antagonist; C = D2 ag; D = D1 ag; E = D2 PAM; F = RXFP1 antag; G = D1 antagonist; H = TRHR PAM; I = D1 potentiator
> Cc1ccc(C)c2nc(Cl)c(C#N)cc12
  A: 0.7; B: -8; C: 0.5; D: 2; E: 5; F: 0; G: -3; H: 2; I: -3

> COC(=O)c1cc(-c2ccc(S(=O)(=O)N3CCCC3)cc2)c(C(F)(F)F)s1
  A: -0.2; B: 1; C: 0.8; D: 7; E: -2; F: -4; G: -9; H: -8; I: -4

(more compounds)
Short forms: A = TRHR agonist; B = D2 antagonist; C = D2 ag; D = D1 ag; E = D2 PAM; F = RXFP1 antag; G = D1 antagonist; H = TRHR PAM; I = D1 potentiator
> CCCCN(CC)Cc1ccc(CNC(=O)Nc2ccc(OC)cc2OC)o1
  A: -0.1; B: -11; C: -0.1; D: 1; E: -8; F: -21; G: -9; H: -5; I: -5

> COc1ccc(-c2cc([C@H]3[C@H]4C=CC[C@@H](C)[C@@H]4C(=O)N3Cc3ccccc3)ccc2F)cc1OC
  A: 0.4; B: -13; C: 0.1; D: 5; E: 6; F: ·; G: 8; H: -7; I: -3

> O=C(O)C1CN(C(=O)c2ccccc2)c2cc(Cl)ccc2O1 (stereo not drawn)
  A: -0.8; B: -10; C: -0.8; D: 0; E: 5; F: 8; G: 6; H: 1; I: 4

> COC(=O)N1CCN(c2ccc(C(C)=O)cc2)CC1
  A: 0.5; B: -14; C: -1.0; D: 5; E: 29; F: -5; G: -11; H: 1; I: 2

> Cc1cccc(N=C2N=C(N)c3ccccc32)c1
  A: 0.8; B: -14; C: -1.3; D: -1; E: 8; F: -3; G: -7; H: -2; I: -3

> O=C(O)CC(Cc1ccccc1)C(=O)NCC12CC3CC(CC(C3)C1)C2 (stereo not drawn)
  A: 0.0; B: 6; C: 0.7; D: 7; E: -19; F: 12; G: -4; H: 2; I: 3

> O=S(=O)(N1CCCCCC1)N1CCN(S(=O)(=O)N2CCCCC2)CC1
  A: -2.3; B: 10; C: -0.5; D: 4; E: -3; F: 15; G: 4; H: 4; I: 0

> CCOC(=O)c1cc2c(ccc3nc(C)c(C)c32)[nH]c1C
  A: -1.4; B: 1; C: -0.2; D: 4; E: 0; F: 3; G: -17; H: 0; I: -6

> CCOc1ccccc1CN1CCc2nc(Nc3ccccc3)ncc2C1
  A: 0.5; B: ·; C: 1.9; D: 0; E: -7; F: -39; G: -2; H: 14; I: 0

> CCOC(=O)c1c(-c2ccc(C)cc2)csc1NC(=O)c1cc(-c2ccc(OC)cc2)on1
  A: -0.2; B: ·; C: 0.1; D: 1; E: -6; F: ·; G: -2; H: -2; I: 1

Compounds above with a COOH group:
Short forms: A = TRHR agonist; B = D2 antagonist; C = D2 ag; D = D1 ag; E = D2 PAM; F = RXFP1 antag; G = D1 antagonist; H = TRHR PAM; I = D1 potentiator
> O=C(O)C1CN(C(=O)c2ccccc2)c2cc(Cl)ccc2O1 (stereo not drawn)
  A: -0.8; B: -10; C: -0.8; D: 0; E: 5; F: 8; G: 6; H: 1; I: 4

> O=C(O)CC(Cc1ccccc1)C(=O)NCC12CC3CC(CC(C3)C1)C2 (stereo not drawn)
  A: 0.0; B: 6; C: 0.7; D: 7; E: -19; F: 12; G: -4; H: 2; I: 3

(cont.)
Short forms: A = TRHR agonist; B = D2 antagonist; C = D2 ag; D = D1 ag; E = D2 PAM; F = RXFP1 antag; G = D1 antagonist; H = TRHR PAM; I = D1 potentiator
> CN(C)c1nc(OCCNC(=O)Nc2ccccc2)nc(N2CCOCC2)n1
  A: -0.1; B: -6; C: 1.6; D: -2; E: 5; F: -13; G: -2; H: 3; I: -2

> CCCCOc1ccc(Cn2c(=O)oc3ccc(C)cc32)cc1OC
  A: 1.2; B: ·; C: 0.4; D: 16; E: -5; F: -39; G: -3; H: -2; I: -5

> CCOC(=O)COc1ccc2c(c1)c(C(C)=O)c(C)n2-c1ccc(OC)cc1
  A: 0.3; B: -9; C: 0.2; D: 7; E: -5; F: -16; G: -18; H: 10; I: 4

> O=C(COC(=O)C1CC1)c1c[nH]c2ccccc12
  A: -0.3; B: 1; C: 0.4; D: -4; E: -8; F: -14; G: -11; H: 0; I: 1

> Cc1ccc(/C=C2\C(=O)NC(=O)N2C)o1
  A: 0.9; B: 2; C: 0.9; D: -2; E: 4; F: 0; G: -15; H: 2; I: 2

> O=c1c2cc(Br)ccc2nc(-c2ccccc2)n1O
  A: -0.6; B: -28; C: -1.1; D: 0; E: 6; F: 7; G: 11; H: -5; I: 1

> COc1ccc(-n2c(=S)[nH]c3cc(C(=O)Nc4ccccc4OC)ccc3c2=O)cc1
  A: 0.4; B: ·; C: ·; D: 1; E: ·; F: ·; G: -8; H: 1; I: -12

> CCc1ccc(NC(=O)CSc2nc(N)c(NC(=O)c3ccc(F)c(F)c3)c(=O)[nH]2)cc1
  A: -0.4; B: -3; C: 0.5; D: 4; E: -6; F: -6; G: -13; H: -5; I: 1

> CN1CCC(OC(=O)COc2ccccc2)CC1
  A: 0.4; B: 7; C: -0.1; D: 2; E: 13; F: -6; G: 5; H: 5; I: -8

> CC(C)(C)c1ccccc1NC(=O)c1ccc(-n2cncn2)c([N+](=O)[O-])c1
  A: -0.6; B: -6; C: 0.1; D: 2; E: -11; F: 17; G: 1; H: -2; I: 1

> Cc1ccccc1C(=O)Nc1ccnn1C1CCN(Cc2cnn(C(C)C)c2)CC1
  A: 0.7; B: -7; C: 3.9; D: 3; E: -10; F: -3; G: 16; H: -4; I: -3

> O=C(CN1CCOCC1)Nc1ncc(Cc2cccc(Cl)c2)s1
  A: 1.0; B: -2; C: 0.2; D: 4; E: -2; F: 5; G: 1; H: 6; I: 3

> O=S1(=O)C=C(SCCN2CCCCC2)c2ccccc21
  A: 0.1; B: -1; C: -0.2; D: 2; E: -5; F: -11; G: 7; H: 10; I: 2

> COc1ccc(C(=O)N(Cc2sccc2C)C2CCS(=O)(=O)C2)cc1 (stereo not drawn)
  A: 0.0&-0.1; B: 38*; C: -0.8&1.0; D: -1&0; E: 0&8; F: -6&10; G: -4&0; H: -6&-5; I: 4&-1

> Cc1c(C(=O)NCCNc2ncc(C(F)(F)F)cc2Cl)cccc1[N+](=O)[O-]
  A: 2.1; B: 27; C: 1.3; D: 2; E: -3; F: -11; G: -23; H: -6; I: -3

Assay outcomes: PubChem BioAssay, National Center for Advancing Translational Sciences (NCATS)
